# IDH1 R132H inh: inhibitors of human IDH1 R132H | O75874 | IDH1 R132H reductase, diaphorase/resazurin fluorescence, 60 min | inhibition, % at 10 µM | 70,000 compounds, 0.18% hits | AID 624101; in the data active = inhibition above about 34%;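 also: 0% = DMSO and 100% = no enzyme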
# Target sequence (O75874 whole entry R132H): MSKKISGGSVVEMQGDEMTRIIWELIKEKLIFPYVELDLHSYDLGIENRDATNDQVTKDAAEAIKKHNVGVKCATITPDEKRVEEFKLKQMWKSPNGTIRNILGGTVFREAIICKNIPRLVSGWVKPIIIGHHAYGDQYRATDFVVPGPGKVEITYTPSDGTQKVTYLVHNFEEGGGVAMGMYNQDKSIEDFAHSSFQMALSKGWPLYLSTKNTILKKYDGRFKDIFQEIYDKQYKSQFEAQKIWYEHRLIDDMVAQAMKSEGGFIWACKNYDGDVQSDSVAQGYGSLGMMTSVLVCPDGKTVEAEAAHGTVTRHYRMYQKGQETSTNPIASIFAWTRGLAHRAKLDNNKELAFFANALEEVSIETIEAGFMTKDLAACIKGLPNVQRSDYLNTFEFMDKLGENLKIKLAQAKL
# EZH2 inh: inhibitors of human EZH2/PRC2 methyltransferase | Q15910 | PRC2 H3K27 methylation, DELFIA TRF, 1 h | inhibition, % at 12.5 µM | 57,000 compounds, 0.35% hits | AID 651548;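 active = mean inhibition of replicates at least 50% and every single replicate also reaching 50%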;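 also: dimethyl H3K27 on biotinylated H3 21-44 peptide detected by antibody; plate controls were median neutral control wells for no effect and median positive control wells for full effect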
# Active calls of the source: *; x = no result given; & = joins results of further samples.
SMILES	IDH1 R132H inh	EZH2 inh
O=C(CS(=O)(=O)c1ccccc1)Nc1ccc2c(c1)OCCO2	1.1	15.5
COCC(=O)Nc1ccc2c(c1)OC[C@@H](C)N(C(=O)C1CCCC1)C[C@@H](C)[C@@H](OC)CN(C)C2=O	x	-5.7
C[C@@H]1CN([C@H](C)CO)C(=O)c2cc(NC(=O)Nc3cccc4ccccc34)ccc2O[C@@H]1CN(C)Cc1ccc(C(F)(F)F)cc1	1.5	x
CO[C@H]1CN(C)C(=O)c2cc(NC(=O)C3CC3)ccc2OC[C@H](C)N(CC2CCOCC2)C[C@H]1C	-0.3	6.9
O=C(Nc1ccc(F)cc1)N[C@H]1CC[C@@H](CCn2cc(-c3ccccc3F)nn2)O[C@H]1CO	-0.4	-8.2
Cn1c(SCC(=O)Nc2cccc(C(=O)O)c2)nnc1-c1ccccc1	0.2	7.7
C[C@H]1CN([C@@H](C)CO)C(=O)CCCn2cc(nn2)CO[C@H]1CN(C)Cc1ccc(-c2ccccc2)cc1	x	-2.8
C[C@H]1CN([C@@H](C)CO)C(=O)Cc2cc(NC(=O)Nc3ccc4c(c3)OCO4)ccc2O[C@H]1CN(C)S(=O)(=O)c1ccc(F)cc1	2.9	x
O=C(CSc1nnc(-c2ccccc2Cl)n1-c1ccccc1)Nc1ccc([N+](=O)[O-])cc1	-0.4	-9.6
COc1cccc(-c2cccc(-c3nc(C(=O)N(C)C)cc4c3[C@@H](CCO)N([S@](=O)C(C)(C)C)C4)c2)c1	-0.4	6.2
CCC(C)C1NC(=S)N(C2CCCCC2)C1=O (stereo not given)	0.2	9.8
Cc1cc(C)c(C)c(OCC(O)Cn2cnc3ccccc32)c1 (stereo not given)	0.0	0.7
C[C@H]1CN([C@@H](C)CO)C(=O)c2cccc(NC(=O)c3ccncc3)c2O[C@@H]1CN(C)C(=O)NC1CCCCC1	-0.8	-1.6
O=C(C[C@@H]1C[C@@H]2c3cc(NC(=O)C4CCC4)ccc3O[C@@H]2[C@H](CO)O1)NCc1ccccc1	0.0	-9.5
CN(C)c1ccc2c(c1)[C@@H]1C[C@H](CC(=O)NCC3CC3)O[C@H](CO)[C@@H]1O2	-12.2	1.4
Cc1noc(C)c1S(=O)(=O)N(C)C[C@@H]1OCCCC[C@H](C)Oc2ccc(NC(=O)Nc3ccccc3)cc2C(=O)N([C@@H](C)CO)C[C@H]1C	4.9	x
C[C@@H]1CN([C@H](C)CO)C(=O)c2cc(NC(=O)CCC(F)(F)F)ccc2O[C@@H](C)CCCCO[C@@H]1CN(C)S(=O)(=O)c1cccs1	-0.6	x
C[C@H]1CN([C@@H](C)CO)C(=O)c2cc(NC(=O)Nc3ccc4c(c3)OCO4)ccc2O[C@H]1CN(C)C(=O)Nc1cccc2ccccc12	-1.4	x
COCC(=O)Nc1ccc2c(c1)OC[C@@H](C)N(Cc1ccccn1)C[C@@H](C)[C@@H](OC)CN(C)C2=O	-0.3	4.7
C[C@@H]1CCCCO[C@H](CN(C)Cc2ccc(Cl)c(Cl)c2)[C@@H](C)CN([C@@H](C)CO)C(=O)c2cc(NC(=O)NC3CCCCC3)ccc2O1	0.6	x
Cc1noc(C)c1NC(=O)N(C)C[C@@H]1Oc2c(NC(=O)CCCCCC(=O)Nc3ccccc3N)cccc2C(=O)N([C@@H](C)CO)C[C@@H]1C	0.4	-2.9
Cc1ccc(C)c(NC(=O)C(C)N(c2ccc(Cl)cc2)S(C)(=O)=O)c1 (stereo not given)	-0.4	-4.5
CO[C@H]1CN(C)C(=O)c2cc(NC(=O)C3CC3)ccc2OC[C@H](C)N(Cc2cccnc2)C[C@H]1C	0.3	-8.5
O=C(C[C@H]1C[C@@H]2c3cc(NS(=O)(=O)c4ccccc4)ccc3O[C@@H]2[C@@H](CO)O1)NC1CCCC1	-0.7	-8.5
Cc1ccc2ccc(C(Nc3ccccn3)c3ccc(C(C)C)cc3)c(O)c2n1 (stereo not given)	-0.1	-7.7
COc1ccc(CCNC(=O)Nc2ccc([N+](=O)[O-])cc2)cc1OC	-0.4	10.3
O=C(/C=C/c1ccc(O)cc1)NCCc1ccc(O)cc1	-0.3	14.4
COc1cccc(NC(=O)N(C)C[C@@H]2OCc3ccccc3-c3c(n(C)c4ccccc34)C(=O)N([C@@H](C)CO)C[C@H]2C)c1	x	-18.8
C[C@@H]1CN([C@@H](C)CO)S(=O)(=O)c2ccc(C#C[C@@H](C)O)cc2O[C@@H]1CN(C)Cc1ccncc1	x	-8.4
CC(C)NC(=O)N(C)C[C@H]1Oc2c(NS(C)(=O)=O)cccc2C(=O)N([C@H](C)CO)C[C@H]1C	2.0	2.5

# Exported with values under each structure: part of the list above.
# Under each structure – IDH1 R132H inh	EZH2 inh
- O=C(C[C@H]1C[C@@H]2c3cc(NS(=O)(=O)c4ccccc4)ccc3O[C@@H]2[C@@H](CO)O1)NC1CCCC1
→ -0.7	-8.5
- Cc1noc(C)c1S(=O)(=O)N(C)C[C@@H]1OCCCC[C@H](C)Oc2ccc(NC(=O)Nc3ccccc3)cc2C(=O)N([C@@H](C)CO)C[C@H]1C
→ 4.9	x

# Laid out differently: results already given
# Below each SMILES – IDH1 R132H inh, EZH2 inh
- Cc1noc(C)c1S(=O)(=O)N(C)C[C@@H]1OCCCC[C@H](C)Oc2ccc(NC(=O)Nc3ccccc3)cc2C(=O)N([C@@H](C)CO)C[C@H]1C
    4.9, x
- Cc1ccc2ccc(C(Nc3ccccn3)c3ccc(C(C)C)cc3)c(O)c2n1 (stereo not given)
    -0.1, -7.7

# Among those listed so far, these contain an aryl thioether with sulfur outside any ring:
SMILES	IDH1 R132H inh	EZH2 inh
Cn1c(SCC(=O)Nc2cccc(C(=O)O)c2)nnc1-c1ccccc1	0.2	7.7
O=C(CSc1nnc(-c2ccccc2Cl)n1-c1ccccc1)Nc1ccc([N+](=O)[O-])cc1	-0.4	-9.6

# (listing goes on)
SMILES	IDH1 R132H inh	EZH2 inh
Cc1cc(Br)ccc1NC(=O)CSc1ncn(-c2ccccc2)n1	0.4	-10.1
CO[C@@H]1CN(C)C(=O)c2cc(NC(=O)NC(C)C)ccc2OC[C@H](C)NC[C@@H]1C	x	-15.0
C[C@@H]1CN([C@H](C)CO)C(=O)c2cc(NC(=O)c3ccncc3)ccc2O[C@@H]1CN(C)Cc1ccc(C(F)(F)F)cc1	-0.1	-5.3
C[C@H](CO)N1C[C@H](C)[C@H](CN(C)S(=O)(=O)c2ccccc2)Oc2ncc(Br)cc2C1=O	4.0&-8.3	1.4
CCS(=O)(=O)Nc1ccc2c(c1)C(=O)N(C)C[C@@H](OC)[C@@H](C)CN(CC1CCCC1)[C@H](C)CO2	x	-8.7
COc1ccc(NC(=O)N(C)C[C@@H]2Oc3ccc(NC(=O)Nc4cccc5ccccc45)cc3CC(=O)N([C@H](C)CO)C[C@H]2C)cc1	-0.2	x
COc1ccc(S(=O)(=O)N(C)C[C@@H]2Oc3ccc(N(C)C)cc3CC(=O)N([C@H](C)CO)C[C@@H]2C)cc1	x	-9.0
O=C(CCCCCCC(=O)Nc1ccccc1O)N/N=C/c1ccc(O)c(F)c1	-0.6	7.2
COc1cccc(C(=O)Nc2ccc3c(c2)C(=O)N(C)C[C@H](OC)[C@@H](C)CN[C@H](C)CO3)c1	0.0	-4.5
Cc1ccc(S(=O)(=O)Nc2cccc3c2O[C@H](CN(C)Cc2ccc(Oc4ccccc4)cc2)[C@H](C)CN([C@H](C)CO)C3=O)cc1	-1.9	x
CCCN(C)C[C@@H]1OCCCC[C@@H](C)Oc2ccc(NC(=O)NC3CCCCC3)cc2C(=O)N([C@H](C)CO)C[C@@H]1C	1.3	-2.0
CCCNC(=O)C[C@@H]1C[C@H]2c3cc(NC(=O)CC4CC4)ccc3O[C@H]2[C@@H](CO)O1	0.1	-23.8
COc1ccc(CNC(=O)C[C@@H]2C=C[C@H](NC(=O)c3ccc4c(c3)OCO4)[C@H](CO)O2)cc1	-0.1	1.8
O=C(C[C@H]1CC[C@@H](NC(=O)Nc2cc(F)ccc2F)[C@H](CO)O1)NCc1ccncn1	0.0	-2.9
CCN(CC(=O)Nc1cc([N+](=O)[O-])ccc1C)S(=O)(=O)c1ccc2ccccc2c1	0.0	-0.9
C[C@@H]1CN([C@H](C)CO)C(=O)c2cccc(NC(=O)C3CCCCC3)c2O[C@H]1CN(C)Cc1ccncc1	x	12.7
C[C@H](CO)N1C[C@H](C)[C@@H](CN(C)C(=O)Nc2ccccc2)Oc2ncc(C3=CCCCC3)cc2C1=O	x	-28.0
C[C@H](CO)N1C[C@H](C)[C@@H](CN(C)C(=O)Nc2ccc(F)cc2)OCCCC[C@H](C)Oc2ccc(NC(=O)c3ccccc3)cc2C1=O	-1.8	x
C[C@H](CO)N1C[C@H](C)[C@@H](CN(C)Cc2ccccc2)Oc2cc(C#CCN(C)C)ccc2S1(=O)=O	-1.4	-0.7
C[C@H](CO)N1C[C@H](C)[C@H](CN(C)Cc2ccncc2)Oc2cc(C#CC3CC3)ccc2S1(=O)=O	-0.1	-13.9
C[C@H](CO)N1C[C@H](C)[C@H](CN(C)C(=O)c2ccccc2)OCCCC[C@H](C)Oc2ccc(NC(=O)Nc3ccc4c(c3)OCO4)cc2C1=O	-1.9	x
C[C@H]1CN([C@@H](C)CO)C(=O)c2cc(Br)cnc2O[C@@H]1CN(C)S(=O)(=O)c1ccc(F)cc1	-0.1	30.8
CO[C@H]1CN(C)C(=O)c2cc(NC(=O)C3CCC3)ccc2OC[C@H](C)N(C)C[C@@H]1C	0.4	-3.7
C[C@H]1CN([C@@H](C)CO)S(=O)(=O)c2ccc(C#CC(C)(C)O)cc2O[C@H]1CN(C)C(=O)C1CCC1	x	2.1
CO[C@@H]1CN(C)C(=O)c2cc(NC(=O)Nc3ccccc3Cl)ccc2OC[C@@H](C)N(S(C)(=O)=O)C[C@H]1C	x	3.8
C[C@H](CO)N1C[C@H](C)[C@H](CN(C)S(=O)(=O)c2ccc(F)cc2)Oc2ncc(Br)cc2C1=O	28.3&2.1	x
O=C(CC(Sc1ccc(Cl)cc1)c1ccc(Cl)cc1)C1CC1 (stereo not given)	-1.8	53.4*
Cc1ccc(S(=O)(=O)N[C@@H]2C=C[C@@H](CC(=O)NCCCN(C)C)O[C@H]2CO)cc1	0.2	-2.9
COc1ccc(NC(=O)N(C)C[C@@H]2Oc3c(cccc3N(C)C)C(=O)N([C@H](C)CO)C[C@@H]2C)cc1	-5.0	-1.8
COc1ccc(NC(=O)N(C)C[C@H]2OCCCC[C@H](C)Oc3ccc(NC(=O)Nc4ccc(C(F)(F)F)cc4)cc3C(=O)N([C@H](C)CO)C[C@@H]2C)cc1	0.6	x
COc1ccc(NC(=O)N(C)C[C@@H]2Oc3ccc(NC(=O)CCCCCC(=O)Nc4ccccc4N)cc3C(=O)N([C@H](C)CO)C[C@@H]2C)cc1	x	7.7
CC(=O)NC(C(=O)O[C@H]1CCC(C)(C)[C@@H]2CC=C3C(=O)OCC3(O)[C@@]12C)C(C)C (stereo not given in full)	4.2	-0.1
C[C@@H]1CN([C@@H](C)CO)C(=O)c2cc(-c3cccc(F)c3)cnc2O[C@@H]1CN(C)C(=O)c1ccccn1	0.0	x
COc1ccc(NC(=O)N(C)C[C@H]2Oc3ccc(NC(=O)Nc4ccccc4)cc3C(=O)N([C@H](C)CO)C[C@@H]2C)cc1	-0.3	-3.0
O=C(C[C@@H]1C[C@@H]2c3cc(NC(=O)CC4CC4)ccc3O[C@@H]2[C@H](CO)O1)NCc1ccc2c(c1)OCO2	0.1	0.8
CO[C@@H](CN(C)Cc1cc(F)ccc1F)[C@@H](C)CN([C@@H](C)CO)S(=O)(=O)c1ccc(C)cc1	-0.9	5.4
Cn1cnc(S(=O)(=O)N[C@@H]2C=C[C@H](CC(=O)NCC3CC3)O[C@@H]2CO)c1	0.3	2.0
CC(C)NC(=O)N(C)C[C@@H]1Oc2c(NC(=O)c3nc4ccccc4s3)cccc2C(=O)N([C@@H](C)CO)C[C@@H]1C	0.0	x
C[C@@H]1CN([C@H](C)CO)C(=O)Cc2cc(NS(C)(=O)=O)ccc2O[C@H]1CN(C)C(=O)Nc1ccc(F)cc1	-0.7	6.2
CO[C@H]1CN(C)C(=O)c2cc(NC(=O)Nc3ccccc3)ccc2OC[C@@H](C)N(CC2CC2)C[C@H]1C	0.0	-0.2
O=C(CCCCCC(=O)N/N=C/c1cc(O)ccc1O)NO	68.8*	0.1
C[C@@H]1CCCCO[C@@H](CN(C)Cc2ccc3c(c2)OCO3)[C@@H](C)CN([C@@H](C)CO)C(=O)c2cc(NS(=O)(=O)c3cccs3)ccc2O1	2.0	x
CO[C@H]1CN(C)C(=O)c2ccc(NC(=O)C3CC3)cc2OC[C@@H](C)N(Cc2cc(F)ccc2F)C[C@H]1C	0.1	-9.0
CC(C)NC(=O)Nc1ccc2c(c1)C(=O)N([C@@H](C)CO)C[C@H](C)[C@H](CN(C)S(=O)(=O)c1ccc(Cl)cc1)O2	1.1	-7.1
COc1ccc(OC(=O)CCN2C(=O)C3C4C=CC(C4)C3C2=O)cc1 (stereo not given)	6.7	x
C[C@H]1CN([C@@H](C)CO)S(=O)(=O)c2ccc(-c3cncnc3)cc2O[C@H]1CN(C)Cc1cncnc1	0.2	x
COc1ccc(NC(=O)C(C)N2c3cccc4cccc(c34)S2(=O)=O)c(OC)c1 (stereo not given)	0.0	0.0
C[C@@H]1CCCCO[C@H](CN(C)S(=O)(=O)c2cn(C)cn2)[C@@H](C)CN([C@@H](C)CO)C(=O)c2cc(N(C)C)ccc2O1	-5.5	-6.6
C[C@H](CO)N1C[C@H](C)[C@@H](CN(C)Cc2ccccc2)Oc2ccc(NC(=O)CCCCCC(=O)Nc3ccccc3N)cc2CC1=O	-3.0	x

# Source: PubChem (Broad Institute)

# Not all compounds are listed; rates above refer to the full screens.
